Screens as filed in PubChem BioAssay.
SENP8 inh: SENP8 (human) protease inhibition; AID 602440; recombinant SENP8, Nedd8 substrate fluorescence; Q96LD8; 0.64% of 360,000 active; inhibition, % at 20 µM; in the data active means inhibition mostly above about 40%, no sharp cut-off; inactive means mostly below about 27%
Target sequence (Q96LD8 whole entry, looked up): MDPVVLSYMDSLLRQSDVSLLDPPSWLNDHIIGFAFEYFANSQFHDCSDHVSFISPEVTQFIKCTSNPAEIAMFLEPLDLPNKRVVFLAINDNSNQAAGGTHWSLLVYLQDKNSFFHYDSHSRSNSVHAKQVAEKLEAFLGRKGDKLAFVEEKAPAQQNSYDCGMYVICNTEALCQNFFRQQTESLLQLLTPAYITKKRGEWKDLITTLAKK
PfG6PD inh: PfG6PD (Plasmodium falciparum) enzyme inhibition | 0.78% of 350,000 active | AID 504690 | PfGluPho enzyme, NADPH resazurin-diaphorase fluorescence | inhibition, % at 20 µM;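 active means inhibition reaching at least a set limit at 20 µM in the primary screen, cut at about 59% in these data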;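 further: 0% = DMSO wells with substrate and 100% = DMSO wells lacking glucose-6-phosphate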
ATG4B inh: ATG4B (human) cysteine protease inhibition; inhibition, % at 8.33 µM; Q9Y4P1; 0.51% of 340,000 active; AID 504462; ATG4B cleavage of LC3-PLA2, NBD-HPC fluorescence, 1 h; in the data active means inhibition above about 40%
hIAP activ: increases human intestinal alkaline phosphatase activity; P09923; purified human IAP, CDP-Star luminescence, 30 min; stronger effect = higher value; 1 = vehicle-only enzyme, 0 = enzyme-free background; activation factor at 10 µM; 0.16% of 330,000 active; AID 2524;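 active means activation factor of the enzyme at least 2-fold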; further: the source names both 10 and 20 µM as test concentration; values of inactives mirror those of a sister screen read the other way
Target sequence (P09923 whole entry, looked up): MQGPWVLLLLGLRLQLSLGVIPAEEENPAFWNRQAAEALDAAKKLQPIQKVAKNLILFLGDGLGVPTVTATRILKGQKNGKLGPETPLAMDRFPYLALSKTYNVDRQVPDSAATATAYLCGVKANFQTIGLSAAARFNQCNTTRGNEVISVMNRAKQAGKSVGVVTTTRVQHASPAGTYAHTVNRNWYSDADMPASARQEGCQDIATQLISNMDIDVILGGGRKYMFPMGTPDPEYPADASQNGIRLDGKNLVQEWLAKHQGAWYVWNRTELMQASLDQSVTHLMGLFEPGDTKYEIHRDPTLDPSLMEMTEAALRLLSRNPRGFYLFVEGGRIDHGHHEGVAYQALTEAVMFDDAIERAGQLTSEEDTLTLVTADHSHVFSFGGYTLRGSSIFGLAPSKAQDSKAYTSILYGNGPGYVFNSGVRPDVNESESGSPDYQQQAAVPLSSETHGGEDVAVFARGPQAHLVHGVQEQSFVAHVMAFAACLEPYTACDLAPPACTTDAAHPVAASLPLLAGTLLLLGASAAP
SENP1 inh: blocks the human SENP1 SUMO protease catalytic domain; recombinant SENP1 catalytic domain, CyPet-SUMO1-YPet FRET cleavage; 0.21% of 360,000 active; inhibition, % at 10 µM; Q9P0U3;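 active means inhibition at least 30% at 10 µM, raw YFP signal under a set limit, fluorescence ratio 0.5 to 1.5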;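 further: 0% = enzyme with DMSO and 100% = no enzyme wells; some results filed as inactive read as strong as hits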
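Test system: human SENP1 catalytic domain; medium: Tris pH 8 buffer plus EDTA, NaCl, BME, BSA, NP40, catalase; incubation: 50 min reaction at room temperature; technique: FRET, CFP and YFP emission; controls: no-enzyme low control and enzyme-plus-DMSO high control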
NR3A LBD binder: modulates the human NR3A ligand-binding domain. NR3A LBD differential scanning fluorimetry, Tm shift; 0% = protein alone, 100% = glycine-bound protein. Tm shift relative to glycine control, % at 25 µM. 2.5% of 340,000 active. AID 1259313;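 active means melting temperature shift of at least 10% of the positive control shift, at one fixed dose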
SENP6 block: inhibitors of human SENP6 protease; Recombinant SENP6 catalytic domain, aminoluciferin luminescence; 1.8% of 330,000 active; Q9GZR1; inhibition, % at 10 µM;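 active means inhibition above about 50% at the single tested dose, limit read from the data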;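 further: plate controls were DMSO wells with enzyme for no effect and DMSO wells lacking enzyme for full effect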
MPTP block: inhibitors of mitochondrial permeability transition pore; isolated mouse mitochondria, Ca2+ swelling absorbance, 30 min; inhibition, % at 10 µM; 1.4% of 360,000 active;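 active means inhibition of 50% or more, scaled per plate between neutral and stimulator controls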;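 further: 0% = DMSO wells given calcium and 100% = 1 mM EGTA wells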
* hit, by the source's call; · = no result given; & = joins results of further samples.

A first look, three compounds:
Results follow in this order: SENP8 inh	PfG6PD inh	ATG4B inh	hIAP activ	SENP1 inh	NR3A LBD binder	SENP6 block	MPTP block
> O=C(Nc1ccccc1C(=O)Nc1ccncc1)c1cccc([N+](=O)[O-])c1
  5	-4	-8	1	0	2	12	-0.7
> O=C(Cc1ccccc1)N(c1ccccc1)c1ccccc1
  34	15	-5	·	5	-2	·	-1.0
> Cc1ccc(C2CC(c3cccc(C)c3)n3nc(N)nc3N2)cc1 (stereo not drawn)
  -389	-14	6	0.96	-34	0	-6	1.9

Results (from the top)
Results follow in this order: SENP8 inh	PfG6PD inh	ATG4B inh	hIAP activ	SENP1 inh	NR3A LBD binder	SENP6 block	MPTP block
> O=C(Nc1ccccc1C(=O)Nc1ccncc1)c1cccc([N+](=O)[O-])c1
  5	-4	-8	1	0	2	12	-0.7
> O=C(Cc1ccccc1)N(c1ccccc1)c1ccccc1
  34	15	-5	·	5	-2	·	-1.0
> Cc1ccc(C2CC(c3cccc(C)c3)n3nc(N)nc3N2)cc1 (stereo not drawn)
  -389	-14	6	0.96	-34	0	-6	1.9
> COCCCNC(=O)/C(C#N)=C/c1c(N2CCN(C)CC2)nc2ccccn2c1=O
  -270	1	-1	0.94	-33	1	-1	1.0
> CN(C)CCN(C(=O)c1ccco1)c1nc2cc3c(cc2s1)OCCO3
  -6	13	0	0.91	2	-5	-5	-0.6
> Cc1cc(C)cc(NC(=S)NCCSc2ccc(Cl)cc2)c1
  8	2	9	1	3	13*	-18	87*
> Cc1cccc(NC(=O)CSc2nnc(-c3ccco3)o2)c1C
  14	-13	2	1.1	1	0	-24	-5.8
> Cn1c(NC(=O)c2cc(Cl)ccc2Cl)cc(=O)n(C)c1=O
  12	0	-11	1.1	-1	-1	-21	1.0
> O=C1NC(c2ccccc2Cl)Nc2ccccc21 (stereo not drawn)
  -335	20	-3	1.1	-3	0	-2	0.3
> CCCCOC(=O)Nc1nc2ccccc2s1
  17	4	2	1.1	1	-2	18	-2.5
> Cc1ccc2nc(C)/c(=N\O)c(C)nc2c1
  -6	-1	10	0.98	-6	2	-8	-2.9
> COC(=O)CNC(=O)c1nn(-c2cccc(OC)c2)c(=O)c2ccccc12
  -84	-2	-8	0.9	1	-7	-3	-1.3
> O=C(Nc1cc(Cl)ncn1)c1ccccc1
  26	-5	-1	1.2	3	0	6	0.4
> CC1Cc2ccccc2N1S(=O)(=O)c1cccs1 (stereo not drawn)
  -3	21	3	0.99	-15	-6	0	1.3
> CC(C)CN(C(=O)COc1ccc(-c2nnco2)cc1)C1CCS(=O)(=O)C1 (stereo not drawn)
  0	5	-2	1.2	2	2	2	-0.7
> C=CCOc1ccnc(-c2ccccc2)n1
  9	7	2	·	2	·	·	-1.2
> Cc1nccc2oc(=O)c(NC(=O)c3ccc(Cl)cc3)cc12
  -34	-18	13	1.1	2	2	-11	-0.7
> COCCN(C(=O)C1=COCCO1)c1c(N)n(CC(C)C)c(=O)[nH]c1=O
  -10	-12	-21	0.99	9	0	-3	-0.7
> COc1ccc2cc(CCNC(=O)c3ccc(S(=O)(=O)N4CCOCC4)cc3)c(=O)[nH]c2c1
  -18	23	-14	0.96	1	1	-2	1.0
> CCN(c1ccccc1)S(=O)(=O)c1ccc(Cl)c(NC(=O)COC(=O)c2cccc(OC)c2O)c1
  4	7	-1	0.97	-2	-1	1	7.9

Further results follow.
Results follow in this order: SENP8 inh	PfG6PD inh	ATG4B inh	hIAP activ	SENP1 inh	NR3A LBD binder	SENP6 block	MPTP block
> O=C(CC1C[C@H](C(=O)N2CCOCC2)[C@@]2(CCC3CCCC3)c3[nH]c4ccccc4c3CCN2C1=O)NCc1ccco1 (stereo partly drawn)
  9	11	7	1.2	0	-3	-11	-0.6
> COc1ccccc1NC(=O)C1CCN(C(=O)c2ccc(C(C)(C)C)cc2)CC1
  2	-7	6	0.95	-1	1	-6	-0.6
> C=CCN1C(c2ccc(Br)cc2)=CS/C1=C(/C#N)c1nnc(N2CCOCC2)n1-c1ccccc1
  16	8	61*	0.93	0	-3	13	3.4
> Fc1cccc(/C=N/Nc2cc(N3CCOCC3)ncn2)c1
  5	-9	7	1	-1	-1	6	-0.5
> COc1ccc(C2C(=O)c3ccccc3C2=O)cc1
  -19	13	3	0.76	-1	3	57*	0.6
> CCOC(=O)c1cnc(SCC(=O)Nc2nc(C)c(C)s2)nc1N
  8	-3	-4	0.89	3	3	-4	7.2
> Cc1nn(C)cc1C=NCCOCc1ccccc1
  14	3	-1	1.1	1	1	-7	-0.3
> COc1ccc(NC(=O)Nc2ccc3c(c2)C(=O)N([C@H](C)CO)C[C@H](C)[C@@H](CN(C)C(=O)Nc2ccc4c(c2)OCO4)O3)cc1
  3	9	-7	0.87	-2	-14	-13	0.3
> COc1ccc(OC)c(/C=N/NC(=O)c2cc[n+](CC(=O)c3ccccc3)cc2)c1
  -34	-2	6	0.97	-65	-2	-5	-0.2
> OCCN1CCN(CC(O)COc2ccc3ccccc3c2)CC1 (stereo not drawn)
  6&17	-3&-4	-1&-4	0.9	0&2	1&2	-1	-0.8&-0.5
> CCC(C)OC1OC(CO)C(O)C(O)C1NC(C)=O (stereo not drawn)
  12	-6	-1	1.1	2	-2	6	-1.4
> COc1ccc(C(=O)Nc2cccc(/C=C/c3nc4ccccc4c(=O)[nH]3)c2)cc1
  -374	-11	-2	1	0	9	-6	1.5
> Cc1ccccc1-c1nc(-c2ccc(NC(=O)c3ccc4c(c3)OCO4)cc2)no1
  1	-4	-3	1	-3	34*	28	8.0
> COc1ccc(Cn2c(C)cc3c(c2=O)C(c2cccs2)C(C#N)=C(N)O3)cc1OC (stereo not drawn)
  -7	-6	4	0.98	-2	-1	-6	0.2
> CC(C)N(Cc1cc2ccccc2[nH]c1=O)C(=O)C1CCCCC1
  -13	5	10	1.3	5	1	-12	2.2
> Cc1ccc(-c2ccc(=O)n(CC(=O)Nc3cccc(C(=O)N4CCN(C)CC4)c3)n2)cc1
  -21	-20	1	0.93	-4	-3	2	0.3
> O=C(CSc1cccs1)Nc1cccc2ccccc12
  10	3	-2	0.96	-2	-2	-26	25
> O=C(NCCc1ccccc1)c1ccccc1NS(=O)(=O)N1CCCC1
  -110	-15	-11	0.95	1	-22	-10	2.5
> O=c1[nH]c(=O)c2cn[nH]c2[nH]1
  -6	9	0	1	1	2	-18	-5.8
> CC(C)(C)SCCNC(=O)/C=C/c1ccc([N+](=O)[O-])cc1
  6	26	-11	1	0	3	-9	3.0

(listing goes on)
Results follow in this order: SENP8 inh	PfG6PD inh	ATG4B inh	hIAP activ	SENP1 inh	NR3A LBD binder	SENP6 block	MPTP block
> Cc1cc(NS(=O)(=O)c2ccc(Nc3nc(-c4sc(N)nc4C)cs3)cc2)no1
  -115	41	36	1	-3	-2	0	-1.2
> CCC(C)N(C(=O)CSc1nc(C)c(C)c(C)c1C#N)C1CCS(=O)(=O)C1 (stereo not drawn)
  -2	10	-7	1	-2	0	0	0.3
> CCCCCN1N=C(C)CC1=O
  8	10	1	1.1	0	-4	-19	0.6
> CCCN(CCC)CCCNC(=O)c1cn(CC)c2ccc(S(=O)(=O)N3CCc4ccccc4C3)cc2c1=O
  10	8	-9	1.1	1	1	-30	-0.8
> CCOC(=O)Cc1nnc(NC(=O)C(CC)Sc2nc(C)cc(C)n2)s1 (stereo not drawn)
  -2	-22	1	1.2	0	1	-7	-0.4
> COc1ccc(NC(=O)NNS(=O)(=O)c2ccc(OC)c(OC)c2)c(OC)c1
  7	-17	1	0.88	1	-3	-15	-0.4
> COCCNC(=O)[C@@H]1CSC2c3ccc(OC)c(OC)c3C(=O)N21 (stereo partly drawn)
  -313	5	-6	0.96	-5	-2	13	-0.1
> c1ccc(N=C(c2cccs2)N2CCOCC2)cc1
  14	6	-2	1.2	1	2	-22	0.3
> CC1(C)CC(=O)C2=C(C1)NC(=O)CC2c1cc(F)ccc1F (stereo not drawn)
  8	-8	5	0.98	0	-1	-11	2.5
> Cc1noc(C(=O)Nc2ccc(F)cc2F)c1Cl
  23	10	0	0.94	0	0	-15	0.5
> CCN(CC)CCN1C(=O)c2oc3ccc(F)cc3c(=O)c2C1c1ccncc1 (stereo not drawn)
  -47	-13	-11	1	10	0	5	-1.2
> COc1ccccc1C(=O)NC(CCSC)C(=O)OCC(=O)N1CCN(S(=O)(=O)c2ccc(C)cc2)CC1 (stereo not drawn)
  6	3	-27	·	1	1	·	0.0
> Cc1ccc(N2CCN(S(=O)(=O)N(C)C)CC2)cc1Cl
  15	3	-7	1	3	2	-5	-0.1
> CN(c1ccc(C(=O)NC2CCCCC2)cc1)S(=O)(=O)c1ccccc1
  4	9	2	0.82	0	1	-11	1.1
> CCOC(=O)c1c(NC(=O)CSc2ncnc3ccccc23)sc(C(C)=O)c1C
  -6	21	-2	0.96	-7	-5	19	58*
> CCN1C(=O)/C(=C\c2ccncc2)SC1=S
  13	-5	-2	1.4	3	2	-12	0.3
> CCN(CC)c1ccc2cc(C(=O)O)c(=O)oc2c1
  -258	-13	4	1.3	-21	-1	4	1.3
> O=c1oc2cc(O)ccc2cc1-c1ccc(F)cc1
  -479	-14	-6	0.99	-15	-6	98*	2.6
> Cn1c(NC(=O)c2ccccc2NC(=O)C(C)(C)C)nc2ccccc21
  -374	1	2	1.4	1	1	1	-0.4
> COc1ccc(-c2cc(=O)[nH][nH]2)cc1OC
  28	7	0	0.9	1	13*	13	-0.8
> Cc1ccccc1-c1nc2sc3c(c2c(=O)n1N)CCCC3
  -28	-1	-10	1.2	-3	2	5	0.1
> CC(OC(=O)C(C)N1C(=O)C2C3C=CC(C4CC34)C2C1=O)C(=O)c1ccccc1 (stereo not drawn)
  16	2	-9	0.97	1	-3	-7	4.1

Single records, as listed above. Order of values: SENP8 inh | PfG6PD inh | ATG4B inh | hIAP activ | SENP1 inh | NR3A LBD binder | SENP6 block | MPTP block
CC1Cc2ccccc2N1S(=O)(=O)c1cccs1 (stereo not drawn) across the screens: -3 | 21 | 3 | 0.99 | -15 | -6 | 0 | 1.3
CCN(CC)CCN1C(=O)c2oc3ccc(F)cc3c(=O)c2C1c1ccncc1 (stereo not drawn) across the screens: -47 | -13 | -11 | 1 | 10 | 0 | 5 | -1.2
